Assay outcomes deposited in PubChem by Broad Institute.
Xi reactivation: activators of X-chromosome reactivation in mouse fibroblasts; XiGFP mouse fibroblasts, % GFP-positive cells imaging, 3 d; cells co-treated with 5-aza-dC sensitizer; scaled so ellipticine positive control = 100%; activation, % at 7.58 µM; 360,000 compounds, 0.055% hits; AID 743238;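 active means mean normalized replicate activation at least 10% and every replicate at or above 10%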;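 further: 0% = median of on-plate neutral control wells and 100% = ellipticine 6 µM median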
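Assay system: SV40-immortalized XiGFP fibroblast cells, line 68-5-11; buffer or medium: DMEM plus 5-aza-dC sensitizer; compound: one concentration, pinned; timing: compounds 3 days, fix/stain 15 min at room temperature; benchmarks: positive control ellipticine, 6 µM final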
esBAF inh: SWI/SNF esBAF complex inhibition. mouse ES cells, Bmi1-luciferase knock-in reporter, 24 h; 100% = twice the neutral-well signal. reporter increase, % at 12.5 µM. AID 602393. 350,000 compounds, 2% hits; in the data active means activation above about 40%;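 further: 0% = median of the plate's neutral control wells and 100% = double that signal; a rise in the Bmi1 reporter signal indicates esBAF inhibition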
RAD54 inh: inhibitors of human RAD54 branch migration; 360,000 compounds, 0.14% hits; RAD54 Holliday junction branch migration, FAM/BHQ fluorescence; AID 602329; inhibition, % at 10.4 µM; Q92698;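 active means mean normalized replicate activity at least 40 and at least half of replicates scoring 40 or more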;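 further: 0% = median of neutral control wells and 100% = median of positive control wells; inhibitors cause a drop in the FAM fluorescence signal; in these data hits start at about 50%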
Target sequence (Q92698 whole entry, looked up): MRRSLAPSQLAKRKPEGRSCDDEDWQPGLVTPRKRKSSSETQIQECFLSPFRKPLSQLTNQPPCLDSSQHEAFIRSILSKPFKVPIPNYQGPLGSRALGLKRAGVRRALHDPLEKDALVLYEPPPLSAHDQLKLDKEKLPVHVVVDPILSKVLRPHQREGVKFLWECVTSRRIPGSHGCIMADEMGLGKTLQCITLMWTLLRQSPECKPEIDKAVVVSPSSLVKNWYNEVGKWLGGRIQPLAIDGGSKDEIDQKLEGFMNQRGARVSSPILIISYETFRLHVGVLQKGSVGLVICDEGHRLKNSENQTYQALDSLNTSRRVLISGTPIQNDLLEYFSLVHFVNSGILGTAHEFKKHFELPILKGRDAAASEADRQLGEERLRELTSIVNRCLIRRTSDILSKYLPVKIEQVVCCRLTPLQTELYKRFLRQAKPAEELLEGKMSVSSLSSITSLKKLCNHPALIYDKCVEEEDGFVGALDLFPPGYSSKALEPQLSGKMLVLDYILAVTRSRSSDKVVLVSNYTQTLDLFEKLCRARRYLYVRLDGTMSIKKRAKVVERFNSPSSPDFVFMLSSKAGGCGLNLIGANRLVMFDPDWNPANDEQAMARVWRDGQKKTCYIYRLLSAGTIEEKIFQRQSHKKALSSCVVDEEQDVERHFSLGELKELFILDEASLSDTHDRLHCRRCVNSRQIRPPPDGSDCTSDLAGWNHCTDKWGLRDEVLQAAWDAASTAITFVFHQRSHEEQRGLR
F508del corr: correctors of CFTR F508del function in bronchial epithelial cells; AID 720511; 350,000 compounds, 0.36% hits; CFBE cells, YFP halide quenching; stimulated with forskolin plus potentiator P3; % fluorescence drop versus neutral controls; activity (quench increase), % at 7.58 µM;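 active means mean added fluorescence quench of at least 8% versus neutral control, with both replicates also reaching 8%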;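 further: cells transiently co-express mutant CFTR-F508del with the halide-sensitive YFP; corrector assay measuring rescue of mutant channel to the surface after 24 h compound exposure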
ARNT TACC3 PPI: disruptors of human ARNT/TACC3 interaction | Q9Y6A5 | AlphaScreen His-ARNT PAS-B/GST-TACC3 binding, luminescence; TACC3 fragment carries E629A point mutation | inhibition, % at 9.99 µM | 390,000 compounds, 0.66% hits | AID 623870;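 active means mean inhibition of replicates at least 50% and at least half of replicates each reaching 50%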;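 further: 0% = complete ARNT plus TACC3 wells and 100% = ARNT alone without TACC3; many hits fall short of the cut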
RAD52 inh: inhibitors of human RAD52 DNA annealing; P43351; recombinant RAD52 DNA annealing, FRET fluorescence; inhibition, % at 18.7 µM; 360,000 compounds, 0.46% hits; AID 651710;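 active means every replicate showing at least 50% inhibition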
GSIS activator: GLuc luminescence reporter in INS-1E cells, primary screen for activators of glucose-dependent secretion of insulin. 370,000 compounds, 0.61% hits. activation, % at 16.6 µM. INS-1E GLuc reporter insulin secretion, 2-3 h. AID 743287;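 active means lowest replicate activation of at least 40%, so every replicate reaches that level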;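 further: 0% = median of neutral control wells and 100% = median of IBMX positive control wells; some compounds called inactive have numbers as strong as hits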
ERAP1 inh: blocks human ERAP1 aminopeptidase activity. 340,000 compounds, 0.15% hits. inhibition, % at 10.7 µM. Q9NZ08. recombinant ERAP1, Leu-AMC fluorescence, 60 min;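 active means mean replicate inhibition of at least 30%, or all replicates individually reaching that 30% level; inactive means mean below 30% and not every replicate reaching it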;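 further: 0% = neutral control wells and 100% = L-leucinethiol positive control wells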
* marks the source's active call; other numbers are inactive results; i = inactive; / = no result given. An unsorted share of the library; 3.3% or so of the library scored in one or more.

Value order – ERAP1 inh	Xi reactivation	RAD52 inh	ARNT TACC3 PPI	RAD54 inh	GSIS activator	F508del corr	esBAF inh
O=C(Nc1cccc(Cl)c1)c1cc([N+](=O)[O-])ccc1N1CCN(CCO)CC1
    1	0.0	-3	5	-11	-3	-2.9	2
COc1cccc(-c2ccc3c(c2)O[C@H](CN(C)Cc2cccnc2)[C@@H](C)CN([C@@H](C)CO)S3(=O)=O)c1
    2	0.0	7	4	0	1	-2.0	2
CC(C)NC(=O)N1CC(=O)N2[C@H](C1)[C@H](c1ccc(/C=C/c3ccccc3)cc1)[C@@H]2CO
    0	0.1	3	/	/	-12	0.1	/
C/C(=N\NC(=O)c1cccnc1)c1cccc([N+](=O)[O-])c1
    1	0.3	-13	/	/	5	1.2	/
C/C=C/c1ccc([C@@H]2[C@H](CO)N(C(=O)C3CC3)[C@H]2CN(CC)C(C)=O)cc1
    1	0.0	-13	2	-1	1	-1.8	0
CCc1ccc(C(=O)Nc2cc(C)on2)o1
    -2	/	-8	-4	-4	18	0.3	51*
C[C@H]1CCCCO[C@H](CN(C)C(=O)CCC(F)(F)F)[C@@H](C)CN([C@@H](C)CO)C(=O)c2cc(NC(=O)Nc3ccc4c(c3)OCO4)ccc2O1
    -2	0.0	-6	8	-28	-11	2.8	-3
Cc1cc(-c2nnc(-c3cccc(C(F)(F)F)c3)o2)no1
    -1	0.2	-12	-1	/	-4	0.2	59*
COc1cc(Cl)c(S(=O)(=O)NCCCn2ccnc2)cc1Cl
    2	0.3	6	-33	-3	15	-1.9	-2
O=C(NC[C@H]1N[C@H](CO)[C@@H]1c1ccc(C2=CCCC2)cc1)C1CCCC1
    -1	0.0	-21	/	/	-29	-1.1	/
Cc1ccc(S(=O)(=O)N2CCN(Cc3cccc(F)c3)CC2)cc1
    5	1.3	2	-5	-14	10	1.0	8
NNC(=O)CNC(=O)CNS(=O)(=O)c1ccccc1
    0	-0.1	-6	2	/	-8	-0.7	/
O=C(CSc1nnc(CNC(=O)c2c(F)cccc2F)o1)NCc1ccc(F)cc1
    3	-0.1	-8	-2	-6	-9	1.9	-7
CCOc1ccc(NC(=O)C2CC(=O)N(c3ccc4c(c3)OCCO4)C2)cc1OCC (configuration not stated)
    2	0.6	-15	-4	2	11	-0.3	-11
Cc1ccc2c(CC(=O)NCC3(N4CCOCC4)CCCCC3)coc2c1C
    4	0.0	-16	-1	-5	-2	-1.5	1
COc1ccc(CN2C(=O)c3cccnc3C2Nc2cc(Cl)ccc2OC)cc1 (configuration not stated)
    4	/	-7	-6	-7	-7	/	-8
Cc1ccc(Nc2nnc(SC(C)C(=O)Nc3c(C)n(C)n(-c4ccccc4)c3=O)s2)cc1 (configuration not stated)
    9	0.0	-9	-1	/	-16	/	/
COc1cccc(NC(=S)N(CCc2c(C)[nH]c3ccccc23)Cc2ccco2)c1
    -1	0.0	1	-35	-29	/	0.8	-50
CC(C)CNC(=O)COc1ccccc1[N+](=O)[O-]
    /	0.2	/	2	0	4	/	17
COc1ccccc1CN(C)CC(=O)Nc1ccccc1-c1ccccc1
    -4	0.0	-8	0	/	-2	-0.8	/
CCOc1ccc(CCNc2nc3ccccc3n3c(C)nnc23)cc1OCC
    -4	0.3	-13	-4	-4	7	-0.2	-1
Cc1noc(C)c1C(=O)N1CCN(c2ncccn2)CC1
    /	/	/	3	-3	31	/	-5
COc1ccc(-c2cn3c(C)c(C(=O)N4CCN(c5ccccc5)CC4)sc3n2)cc1
    -1	0.0	-16	7	6	5	-3.7	7
CC1=C(C(=O)OC2CCCCC2)C(c2ccc(N(C)C)cc2)NC(=O)N1 (configuration not stated)
    1	0.4	-23	2	7	1	-3.0	0
O=c1[nH]c(CSc2nnc(-c3cccnc3)n2C2CCCCC2)nc2ccccc12
    /	/	/	-1	-4	15	/	-9
COc1ccc(C2C3=C(CCCC3=O)N(CC(=O)O)C3=C2C(=O)CCC3)cc1Br
    24	0.0	-10	/	-5	-1	-0.2	1
NC(=O)COC(=O)c1cccc2c1-c1ccccc1C2=O
    1	0.1	-6	-4	7	-6	0.7	-3
Cc1cc(C=O)sc1[B-](F)(F)F
    /	0.0	-20	6	-4	24	-2.3	-5
O=C(CNC(=O)c1cc(Cl)cc([N+](=O)[O-])c1)NC1CC1
    -5	3.7	0	-1	3	8	-2.0	2
O=C(NC(=S)Nc1cc([N+](=O)[O-])ccc1O)c1cccnc1
    -3	1.0	-14	5	/	-10	0.9	/
C/C=C/c1ccc([C@H]2[C@@H](CO)N(C(C)=O)[C@@H]2CNC(=O)CC2CC2)cc1
    -1	0.0	-27	-1	-7	-4	-0.4	2
C[C@@H]1CN([C@@H](C)CO)C(=O)c2cc(C3=CCCC3)cnc2O[C@H]1CN(C)C(=O)Nc1ccc(C(F)(F)F)cc1
    1	0.1	6	-16	2	-22	-2.5	2
CCOc1ccc(NC(=O)C2C(C(=O)O)C3(Cl)C(Cl)=C(Cl)C2(Cl)C3(Cl)Cl)cc1 (configuration not stated)
    8	0.0	-4	-1	/	-42	2.5	/
COc1ccc(NC(=O)N2CCN(C(=O)C(Cc3ccc(F)cc3)NC(C)=O)CC2)cc1 (configuration not stated)
    -6	0.5	-11	26	8	4	-0.6	13
Cc1csc(NC(=O)CSc2nc(=O)n(CCCN(C)C)c3c2CCC3)n1
    -7	0.1	-11	-4	/	-7	-0.4	/
COc1ccc(S(=O)(=O)N2CCN(CC(=O)N3c4ccccc4CC3C)CC2)cc1OC (configuration not stated)
    1	0.2	-5	-12	-8	6	4.4	4
Cc1onc(-c2ccccc2Cl)c1C(=O)NNC(=O)c1nn(C)cc1Cl
    0	0.2	-29	-1	/	1	-6.9	/
C[C@@H]1CCCCO[C@H](CN(C)Cc2ccc3c(c2)OCO3)[C@H](C)CN([C@H](C)CO)C(=O)c2cc(NS(C)(=O)=O)ccc2O1
    -1	0.0	-7	3	3	2	-0.4	-8
C[C@H]1CN([C@@H](C)CO)C(=O)CCCn2nncc2CO[C@@H]1CN(C)C(=O)CCCN(C)C
    3	0.7	-5	-12	-4	8	3.1	0
COc1ccccc1N(CC(O)COc1ccc(C)cc1)S(=O)(=O)c1ccccc1 (configuration not stated)
    12	0.1	-2	-4	/	-24	0.9	/
COc1ccccc1NC(=O)N[C@@H]1CC[C@@H](CCNC(=O)c2ccc3c(c2)OCO3)O[C@H]1CO
    0	0.2	-13	-3	-2	10	-1.1	15
COc1ccc(CN=C2NC(=O)CC(C(=O)Nc3cc(C)cc(C)c3)S2)cc1 (configuration not stated)
    /	-0.2	/	-1	-11	-9	/	/
COc1cccc(S(=O)(=O)Nc2ccc3c(c2)OC[C@@H](C)N(C(=O)Cc2cccnc2)C[C@@H](C)[C@@H](OC)CN(C)C3=O)c1
    /	-0.3	/	/	/	-6	-2.8	4
Cc1nn(-c2ccccc2)c(C)c1NC(=O)COC(=O)CC(C)c1ccccc1 (configuration not stated)
    0	0.0	-4	-9	/	-5	1.0	/
COc1cc(/C=C/C(=O)O)ccc1OS(=O)(=O)c1c(C)cc(C)cc1C
    1	0.1	-9	-3	-9	-1	1.7	-9
CCn1cc(C(=O)N2CCOCC2)c(=O)c2cc(S(=O)(=O)N(C)C3CCCCC3)ccc21
    2	0.2	-4	-2	-4	13	0.7	-6
CC(=O)Nc1ccc(S(=O)(=O)Nc2cc(-c3ccccc3)nn2C)cc1
    /	0.2	-13	-14	-9	35	-0.1	/
CN1CCN(c2ccc(S(=O)(=O)N3CCCCC3)cc2NC(=O)CSC(C)(C)C)CC1
    2	1.5	0	/	2	-10	-0.2	-6
N#C/C(=C/c1ccc(N2CCOCC2)o1)C(=O)Nc1ccccc1
    6	0.9	i	-3	-161	-3	2.6	36
COc1ccc(N2CCN(c3ccc4nnc(CCC(=O)Nc5ccc(C)cc5)n4n3)CC2)cc1
    4	0.0	-3	-5	4	12	1.8	7
Cc1cc(N2CCOCC2)nc2ccc(NC(=S)NCCN(C)C)cc12
    -5	0.3	43	5	30	0	5.1	1
O=C([C@@H]1[C@@H](CO)[C@@H]2Cn3c(cccc3=O)[C@@H]2N1C(=O)CC1CC1)N1CCCCC1
    6	0.2	-12	-4	-4	25	-2.1	-1
CC(C)C#Cc1ccc([C@@H]2[C@H]3CN(C(=O)c4ccccn4)CC(=O)N3[C@H]2CO)cc1
    0	0.1	-7	/	/	0	5.3	/
CC(Sc1nnc(N)s1)C(=O)NC1CCCCC1C (configuration not stated)
    1	0.2	-17	-3	-9	-3	-0.4	-4
O=C(Nc1nc2ccsc2c(=O)s1)c1ccc(F)cc1
    3	0.1	-8	/	5	-4	0.7	/
CCOP(=O)(OCC)c1ccccc1OCP(C)(=O)COc1ccccc1P(=O)(OCC)OCC
    -8	0.0	-15	4	-6	7	-3.8	1
C[C@@H]1CN([C@H](C)CO)C(=O)c2cc(-c3ccccc3F)cnc2O[C@H]1CN(C)C(=O)C1CCOCC1
    0	0.3	8	21	2	4	-1.0	1
CCCNC(=O)Nc1ccc2c(c1)OC[C@@H](C)N(C(=O)C1CCC1)C[C@@H](C)[C@H](OC)CN(C)C2=O
    -1	0.3	-3	0	-6	-8	-1.0	3
C[C@@H]1CN([C@@H](C)CO)S(=O)(=O)c2ccc(C#CC3CC3)cc2O[C@@H]1CN(C)Cc1cccnc1
    -3	-0.6	17	1	0	-3	1.2	0
CCOC(=O)c1ccc(NC(=O)c2cc3c(C)nn(-c4ccccc4Cl)c3s2)s1
    -1	0.0	-3	-2	/	-5	2.2	/

The results go on.
Value order – ERAP1 inh	Xi reactivation	RAD52 inh	ARNT TACC3 PPI	RAD54 inh	GSIS activator	F508del corr	esBAF inh
Cc1ccc(Nc2cc(-c3ccccc3)nc3ncnn23)cc1
    7	0.0	9	-3	/	33	0.0	4
Cc1ccc(S(=O)(=O)N2C[C@H](O)COC[C@H]3O[C@@H](CC(=O)N4CCc5ccccc5C4)CC[C@@H]32)cc1
    -6	0.0	-5	-10	3	-3	3.9	0
CCc1c(-c2ccc(F)cc2)ncn1Cc1cccc(-c2ccccc2)c1
    2	/	-19	/	/	-7	-0.9	/
CCC(=O)N1C[C@H](C)[C@H](OC)CN(C)C(=O)c2cc(NC(=O)COC)ccc2OC[C@H]1C
    -2	0.1	-3	7	1	6	-0.1	-6
CC(=O)NC(CC(=O)O)c1ccc(F)cc1 (configuration not stated)
    -1	0.2	-10	3	/	-5	-1.6	/
COc1ccc(S(=O)(=O)N[C@@H]2C=C[C@H](CC(=O)NCc3ccccc3F)O[C@H]2CO)cc1
    -8	0.0	-1	-15	-1	-6	0.3	-4
Cc1ccc(S(=O)(=O)N[C@@H]2CC[C@@H](CC(=O)O)O[C@H]2CO)cc1
    -2	-0.4	2	0	-2	-3	-0.6	-4
C[C@@H]1CN([C@H](C)CO)C(=O)c2cc(NS(=O)(=O)c3cn(C)cn3)ccc2O[C@H]1CN(C)Cc1ccc(C(F)(F)F)cc1
    1	0.2	3	-7	-10	16	-0.7	-4

Records listed so far shown as hits in esBAF inh.
structure | ERAP1 inh | RAD52 inh | ARNT TACC3 PPI | GSIS activator | F508del corr | esBAF inh
CCc1ccc(C(=O)Nc2cc(C)on2)o1 | -2 | -8 | -4 | 18 | 0.3 | 51*
Cc1cc(-c2nnc(-c3cccc(C(F)(F)F)c3)o2)no1 | -1 | -12 | -1 | -4 | 0.2 | 59*
